Screening results (PubChem)
CAL PDZ FP-1: CAL PDZ (human) peptide binding inhibition | Q9HD26 | purified CAL PDZ, TMR-peptide fluorescence polarization, 1 h | inhibition, % at 24.9 µM | hit rate 0.92% among 300,000 | AID 602252;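 active = mean inhibition of at least 30% with at least half of replicates also reaching 30%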;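 also: 0% = DMSO neutral control and 100% = excess unlabeled competitor peptide PRC23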
NSD2 HMT inh: NSD2 (human) methyltransferase inhibition; O96028; NSD2 peptide methylation, AlphaScreen, 120 min; inhibition, % at 12.5 µM; hit rate 0.54% among 310,000; in the data active = inhibition above about 50%
PfHsp90 yeast 2: reduces growth (ATP signal) of yeast expressing P. falciparum Hsp90; S. cerevisiae expressing PfHsp90, BacTiter-Glo ATP, 48 h; yeast lacking PDR1 and PDR3 efflux regulators; inhibition, % at 9.4 µM; hit rate 0.32% among 310,000;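 active = every replicate shows inhibition above about 80%, whatever the replicate mean, limit read from the data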;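 also: 0% = DMSO neutral controls and 100% = 20 µM radicicol positive controls; yeast relying on Plasmodium falciparum Hsp90 in place of its own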
PvdQ acylase: P. aeruginosa PvdQ acylase inhibition | purified PvdQ acylase, fluorescence plate reader | inhibition, % at 10 µM | hit rate 0.063% among 340,000; in the data active = inhibition above about 30%, passing the limit was not always enough;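 also: 0% = vehicle neutral wells and 100% = reference inhibitor wells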
dFosB activator: enhances mouse delta FosB homodimer DNA binding; purified delta FosB, TAMRA-CDK5 oligo fluorescence polarization; percent of positive-control signal above neutral wells; activation, % at 25 µM; hit rate 0.99% among 340,000; AID 493131;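 active = mean activation above about 17%, with every replicate also reaching it, limit read from the data, passing the limit was not always enough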;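 also: fluorescence polarization rise as delta FosB binds a TAMRA Cdk5 AP-1 oligo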
Target sequence (P13346 whole entry, looked up): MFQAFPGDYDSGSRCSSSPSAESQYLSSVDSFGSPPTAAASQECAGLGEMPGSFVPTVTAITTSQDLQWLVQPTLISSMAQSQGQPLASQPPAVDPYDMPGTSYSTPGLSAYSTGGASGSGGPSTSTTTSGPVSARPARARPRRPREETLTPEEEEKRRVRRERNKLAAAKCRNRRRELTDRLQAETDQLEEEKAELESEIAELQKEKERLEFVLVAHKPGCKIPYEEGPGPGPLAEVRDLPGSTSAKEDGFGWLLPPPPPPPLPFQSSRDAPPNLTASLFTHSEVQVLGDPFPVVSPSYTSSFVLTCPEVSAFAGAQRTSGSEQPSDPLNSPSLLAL
SR-BI DiI inh: inhibitors of mouse SR-BI mediated HDL lipid uptake; hit rate 0.96% among 320,000; Q61009; ldlA[mSR-BI] CHO cells, DiI-HDL uptake fluorescence, 3 h; AID 488896; inhibition, % at 12.5 µM;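 active = mean replicate inhibition of at least 70% and a set share of replicates each scoring 70 or more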;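 also: 0% = median of neutral control wells and 100% = median of positive control wells; values of inactives mirror those of a sister screen read the other way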
Target sequence (Q61009 whole entry, looked up): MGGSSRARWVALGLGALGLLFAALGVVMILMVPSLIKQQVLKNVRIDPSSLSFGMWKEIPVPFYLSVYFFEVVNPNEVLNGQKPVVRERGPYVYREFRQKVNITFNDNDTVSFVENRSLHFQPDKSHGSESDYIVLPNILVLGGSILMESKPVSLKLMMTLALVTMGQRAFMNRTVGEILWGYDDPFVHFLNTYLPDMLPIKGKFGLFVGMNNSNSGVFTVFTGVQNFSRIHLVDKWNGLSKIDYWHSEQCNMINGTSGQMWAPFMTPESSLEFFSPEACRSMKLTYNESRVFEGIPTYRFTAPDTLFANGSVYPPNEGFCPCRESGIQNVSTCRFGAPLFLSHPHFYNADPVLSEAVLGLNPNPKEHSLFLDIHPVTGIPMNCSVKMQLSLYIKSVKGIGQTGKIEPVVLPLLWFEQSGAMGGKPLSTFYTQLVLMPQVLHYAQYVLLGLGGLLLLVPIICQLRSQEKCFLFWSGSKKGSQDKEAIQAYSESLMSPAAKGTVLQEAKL
SR-BI DiI-HDL act: activators of SR-BI mediated HDL lipid uptake; CHO ldlA[mSR-BI] cells, DiI-HDL uptake fluorescence, 3 h; 100 = double the neutral-control signal; activation, % at 12.5 µM; hit rate 0.096% among 320,000;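 active = mean replicate activation of at least 60% and every replicate at or above 60%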;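 also: 0% = median plate neutral-control signal and 100% = twice that signal; values of inactives mirror those of a sister screen read the other way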
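Material – SR-BI-overexpressing, LDLR-lacking CHO cells · Medium – BSA-supplemented, HEPES-buffered Ham's F12, pH 7.4 · Doses – single concentration · Times – compound with DiI-HDL co-incubation, 3 h at 37 °C · Measured by – bottom-read fluorescence, 550/595 nm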
MITF TRPM1 HTS: activators of MITF-driven TRPM1 promoter activity in SK-MEL-5 cells. SK-MEL-5 TRPM1-promoter luciferase, 24 h; % of positive control, neutral wells = 0. activation, % at 12.5 µM. AID 588334. hit rate 0.75% among 300,000;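 active = mean activation of at least 80% with every replicate also reaching 80%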;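 also: 0% = neutral control wells and 100% = parthenolide positive control wells; values of inactives mirror those of a sister screen read the other way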
CAL PDZ FP-2: human CAL PDZ-peptide interaction inhibition | Q9HD26 | purified CAL PDZ, TMR-peptide fluorescence polarization, 1 h | inhibition, % at 20 µM | hit rate 0.02% among 330,000 | AID 504414;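 active = highest replicate inhibition of at least 40%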;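 also: plate controls were DMSO neutral control wells for no effect and unlabeled competitor peptide control wells for full effect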
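Test system: purified CerCALP PDZ construct; Compound dosing: one concentration, 20 µM compound; Also added: TMR-labelled reporter peptide T*-PRC34 bound in PDZ groove; Read-out: inhibition from polarization loss; Controls: unlabelled peptide and DMSO controls; Signal: FP readout, S and P plane fluorescence; Incubation: 1 h at RT.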
Rtt109 Vps75: blocks Candida albicans Rtt109/Vps75 acetyltransferase activity; AID 540336; purified Rtt109/Vps75, ThioGlo CoA-SH fluorescence, 4 h; hit rate 0.16% among 330,000; inhibition, % at 34.9 µM;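 active = inhibition of at least 50% in every replicate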
Active calls of the source: *; · = no result given.

No.	NSD2 HMT inh	MITF TRPM1 HTS	PvdQ acylase	dFosB activator	Rtt109 Vps75	SR-BI DiI-HDL act	PfHsp90 yeast 2	CAL PDZ FP-2	CAL PDZ FP-1	SR-BI DiI inh	molecule
1	-4	7	-25	-5	-5	6	0	-0.2	-5	-6	COc1cccc(CNC(=O)C2CCCN(c3cnccn3)C2)c1 (stereo unspecified)
2	7	6	6	0	1	4	·	-0.2	0	-4	Oc1ccc(Cl)cc1C1=NCCNC(C(F)(F)C(F)F)=C1
3	21	-8	-17	-12	-7	0	-17	-0.8	0	0	COc1ccc(/C=C/C(=O)OCC(=O)Nc2cc(C(N)=O)cc(C(N)=O)c2)cc1
4	2	4	-17	-1	-27	-18	·	-0.3	·	18	CC(C)C(O)P(=O)(OCc1ccccc1)c1ccc(N(C)C)cc1 (stereo unspecified)
5	14	·	9	-2	0	24	·	-1.0	-2	-24	CCC(C)C(NC(=O)C1CCC(C)CC1)C(=O)NC(CCSC)C(=O)OC (stereo unspecified)
6	-1	8	-10	3	-1	-16	-1	1.3	0	16	COc1ccc(CNCc2cc(OC)ccc2OC)cc1
7	·	-4	9	3	-5	17	-3	0.0	-2	-17	O=C(NCCCn1ccnc1)c1ccc(S(=O)(=O)N2CCOCC2)cc1
8	2	8	4	2	-2	-22	21	-0.4	·	22	CCCc1cc(N2CCCC(C(=O)Nc3ccc(OC)cc3OC)C2)n2ncnc2n1 (stereo unspecified)
9	-4	-15	-8	1	5	-5	-6	-1.4	-6	5	Cc1ccccc1C(=O)Nc1cc(C(F)(F)F)ccc1-n1cncn1
10	5	18	-4	-11	-7	12	6	-3.4	·	-12	COCCNc1cnn(-c2ccccc2)c(=O)c1Cl
11	0	-5	-3	-5	-5	-5	-17	-0.7	10	5	CN(C)CCN(Cc1cc2cc3c(cc2[nH]c1=O)OCO3)C(=S)NCc1ccco1
12	-2	-14	9	-16	·	-10	-4	-0.9	3	10	Cc1nn(Cc2cccc3ccccc23)c(C)c1NC(=O)c1cccnc1
13	-1	4	-10	-1	-2	-12	0	-0.5	-3	12	CCN(CCC#N)c1ccc(N2C(=O)CCCC2=O)cc1[N+](=O)[O-]
14	3	4	5	-6	6	-8	1	-1.2	-2	8	COc1cc(C(C)=O)ccc1OCC(O)CN1CCN(c2cc(C)cc(C)c2)CC1 (stereo unspecified)
15	1	·	-10	-5	5	-33	·	0.3	-2	33	CCn1c(Cc2cccs2)nnc1SCC(=O)Nc1ccc(OC)c(OC)c1
16	-3	-8	4	-9	12	-4	6	-2.0	-2	4	COc1ccc(CC(=O)N/N=C(\C)c2cccc(NC(=O)C3CC3)c2)cc1
17	-2	-4	2	-10	-2	2	11	-0.5	-5	-2	CCC(C)(C)NC(=O)CN(Cc1ccccc1)C(=O)CCC(=O)Nc1nccs1
18	-2	8	1	-19	-5	-14	·	-2.8	-2	14	CC(=O)c1cccc(NC(=O)CSc2ccc(-c3cccnc3)nn2)c1
19	·	·	8	·	0	10	·	·	·	-10	COC1=C(N)C(=O)c2nc(-c3nc(C(=O)O)c(C)c(-c4ccc(OC)c(OC)c4O)c3N)ccc2C1=O
20	0	1	-12	4	-1	11	1	0.1	·	-11	CNC(=S)SCCOc1ccccc1
21	·	0	4	4	-1	17	-11	1.4	2	-17	CC(=O)c1ccc(OCC(O)CN2CCOCC2)cc1 (stereo unspecified)
22	-9	10	4	-13	6	-45	2	-0.2	0	45	COc1cccc(-c2cc(C(F)(F)F)nc(N3CCOCC3)n2)c1
23	-1	5	2	-2	·	2	6	-0.4	-4	-2	CC(C)C(NC(=O)c1ccccc1F)C(=O)Nc1nccs1 (stereo unspecified)
24	-1	-4	-15	8	-10	8	2	0.7	-10	-8	O=C(NCc1ccccc1F)C1CCCN1C(=O)Nc1ccc(Cl)cc1 (stereo unspecified)
25	·	-7	-9	-2	-2	-2	6	0.0	5	2	CCOc1ccc(NC(=O)CSc2nnc(Cn3c(=O)sc4ccccc43)n2C)cc1
26	-6	2	16	1	-2	-7	·	0.9	-4	7	Cc1ccc(-c2nc(SCC(=O)c3c(N)n(C4CC4)c(=O)[nH]c3=O)n[nH]2)cc1
27	-2	3	-7	-4	3	-9	7	-1.8	0	9	CC(C)Cc1nnc(NC(=O)CCC(=O)N2CC(C)CC(C)C2)s1 (stereo unspecified)
28	0	-5	-12	2	1	·	-8	-0.7	·	·	COc1ccc(/C=N/NC(=O)CNC(=O)c2ccncc2)cc1
29	-3	2	-2	2	-12	-3	-10	-2.7	-1	3	O=C(CCc1nc2ccccc2c(=O)[nH]1)Nc1ccc(F)cc1
30	-2	10	-2	-1	1	10	34	-0.3	3	-10	O=C(O)c1cccc(S(=O)(=O)N(Cc2ccccc2)c2cccc(C(F)(F)F)c2)c1
31	-2	6	-7	-1	5	13	·	-1.1	-5	-13	CC(C)C(=O)NNC(=O)CN1CCN(c2nc(-c3ccccc3)cs2)CC1
32	·	-1	1	-9	-6	15	25	-0.2	-1	-15	O=Cc1ccc([B-](F)(F)F)s1
33	7	11	-5	-7	-11	15	3	-1.3	6	-15	CC(C)(C)/C(O)=C/c1nc2ccccc2oc1=O
34	0	0	3	8	8	25	11	-0.7	-3	-25	O=S1(=O)CC(O)C(N2CCCCC2)C1 (stereo unspecified)
35	3	-19	2	0	-3	20	10	·	-2	-20	Cc1nc(N2CCCCCC2)c2ccccc2n1
36	-1	·	-10	-1	2	6	·	5.7	-2	-6	CN1C(=O)CC(C(=O)O)SC1=Nc1cccc(C(F)(F)F)c1 (stereo unspecified)
37	-4	35	-10	-1	-14	-67	5	0.6	0	67	CCC(=O)Nc1nc(-c2ccc3c(c2)CC(C)N3S(C)(=O)=O)cs1 (stereo unspecified)
38	-2	-8	-4	-4	-2	11	-47	0.8	-7	-11	Cc1ccc(NC(=O)C2CC(=O)N/C(=N/NC(=O)c3ccc(C)cc3)S2)cc1 (stereo unspecified)
39	-2	-4	-17	-4	3	-33	-24	13	1	33	Brc1cnc(OCc2ccccc2)nc1OCc1ccccc1
40	-1	-9	2	-9	15	-2	-8	-1.9	-2	2	O=C(CCCc1c[nH]c2ccccc12)Nc1ccc2ccccc2c1
41	-2	-30	-8	14	-4	-59	·	-2.8	-3	59	O=C1CSc2ccc(C(=O)Nc3cccc(S(=O)(=O)Nc4ccc(Br)cc4)c3)cc2N1
42	-8	-2	-12	-5	9	-5	-39	-0.5	-3	5	CCOC(=O)n1c(=O)n(Cc2cccc(C)c2)c2ccccc21
43	-1	-13	-14	-1	-13	26	23	-1.8	2	-26	O=C(O)c1cccc([N+](=O)[O-])c1C(=O)Nc1nc2ccccc2s1
44	2	-10	5	-5	-1	0	23	0.8	-4	0	CCOC(=O)C1=C(C)NC(=O)NC1c1ccc([N+](=O)[O-])o1 (stereo unspecified)
45	-1	·	-17	6	-3	33	·	-0.6	-9	-33	O=C(CC1CCCCC1)NCC1CCCO1 (stereo unspecified)
46	2	21	-11	-10	3	-77	0	0.2	-5	77*	COc1cc(/C=N/NC(=O)c2cnn3c(C)cc(-c4ccccc4)nc23)ccc1O
47	-1	·	4	3	-6	2	10	-1.8	1	-2	CC(C)OC(=O)CSc1nnc(-c2ccccc2)n1N
48	2	-9	-11	-18	2	-23	-13	-0.2	-2	23	CCOC(=O)c1cc(-c2ccccc2)n(CCC(=O)N2CCN(c3ccccc3OC)CC2)c1C
49	-1	8	-14	2	1	-38	14	-3.3	-1	38	CC1(C(=O)OCC(=O)Nc2nc(-c3ccc(F)c(F)c3)cs2)CC1(Cl)Cl (stereo unspecified)
50	-1	6	-6	-14	-1	-42	-10	-3.8	-2	42	CC1(C)CC(=O)C=C(NCCN2CCN(C(=O)Nc3ccc(Cl)c(Cl)c3)CC2)C1

Already shown: an excerpt of the list.
No.	NSD2 HMT inh	MITF TRPM1 HTS	PvdQ acylase	dFosB activator	Rtt109 Vps75	SR-BI DiI-HDL act	PfHsp90 yeast 2	CAL PDZ FP-2	CAL PDZ FP-1	SR-BI DiI inh	molecule
36	-1	·	-10	-1	2	6	·	5.7	-2	-6	CN1C(=O)CC(C(=O)O)SC1=Nc1cccc(C(F)(F)F)c1 (stereo unspecified)
37	-4	35	-10	-1	-14	-67	5	0.6	0	67	CCC(=O)Nc1nc(-c2ccc3c(c2)CC(C)N3S(C)(=O)=O)cs1 (stereo unspecified)
38	-2	-8	-4	-4	-2	11	-47	0.8	-7	-11	Cc1ccc(NC(=O)C2CC(=O)N/C(=N/NC(=O)c3ccc(C)cc3)S2)cc1 (stereo unspecified)
39	-2	-4	-17	-4	3	-33	-24	13	1	33	Brc1cnc(OCc2ccccc2)nc1OCc1ccccc1
40	-1	-9	2	-9	15	-2	-8	-1.9	-2	2	O=C(CCCc1c[nH]c2ccccc12)Nc1ccc2ccccc2c1
41	-2	-30	-8	14	-4	-59	·	-2.8	-3	59	O=C1CSc2ccc(C(=O)Nc3cccc(S(=O)(=O)Nc4ccc(Br)cc4)c3)cc2N1
42	-8	-2	-12	-5	9	-5	-39	-0.5	-3	5	CCOC(=O)n1c(=O)n(Cc2cccc(C)c2)c2ccccc21
43	-1	-13	-14	-1	-13	26	23	-1.8	2	-26	O=C(O)c1cccc([N+](=O)[O-])c1C(=O)Nc1nc2ccccc2s1
44	2	-10	5	-5	-1	0	23	0.8	-4	0	CCOC(=O)C1=C(C)NC(=O)NC1c1ccc([N+](=O)[O-])o1 (stereo unspecified)
45	-1	·	-17	6	-3	33	·	-0.6	-9	-33	O=C(CC1CCCCC1)NCC1CCCO1 (stereo unspecified)
46	2	21	-11	-10	3	-77	0	0.2	-5	77*	COc1cc(/C=N/NC(=O)c2cnn3c(C)cc(-c4ccccc4)nc23)ccc1O
47	-1	·	4	3	-6	2	10	-1.8	1	-2	CC(C)OC(=O)CSc1nnc(-c2ccccc2)n1N

Carrying on.
No.	NSD2 HMT inh	MITF TRPM1 HTS	PvdQ acylase	dFosB activator	Rtt109 Vps75	SR-BI DiI-HDL act	PfHsp90 yeast 2	CAL PDZ FP-2	CAL PDZ FP-1	SR-BI DiI inh	molecule
51	3	-68	4	-7	0	·	-4	-2.2	-4	·	O=C(N/N=C/c1cccc2cccnc12)c1ccccc1O
52	-1	-5	-4	8	-5	18	2	-1.1	-1	-18	N#CCCn1c(-c2nonc2NC(=O)c2ccccc2Cl)nc2ccccc21
53	0	0	1	-1	-15	14	9	-2.4	1	-14	CSc1nc2[nH]ncc2c(=O)n1-c1ccccc1
54	0	-3	10	-5	12	10	4	-1.3	-2	-10	O=S(=O)(c1cnc(Cl)c(Br)c1)N1CCCCCC1
55	1	-9	9	2	2	22	-1	0.8	-5	-22	C=CCN1/C(=C(\C#N)C2=NS(=O)(=O)c3ccccc32)N(C)c2ccccc21
